TRPV1 ag: HTS Assay for Compounds that Act as Agonists of the Vanilloid Receptor 1; TRPV1-expressing cells, Fluo-8 calcium influx, agonist mode; activation, % at 8.33 µM; 320,000 compounds, 0.19% hits; in the data active means activation above about 80%; inconclusive means between about 30% and that limit; further: 0% is about no effect
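TRPV1-expressing cells were cultured overnight at 35.5C and loaded with Fluo-8 calcium dye for 40 to 90 min at room temperature. After a 10 s baseline, compound was added and calcium influx was read kinetically for 3 min (ex 480/em 520 nm).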
USP2a inh: qHTS Assay for Inhibitors of Ubiquitin-specific Protease USP2a Using CHOP2 as the Reporter. Ubiquitin carboxyl-terminal hydrolase 2 (Homo sapiens), O75604. USP2 core, Ub-CHOP2 coupled fluorogenic reporter, 485/531. Potency, µM (series often up to 38.3 µM), for the others: at the highest dose activity change, negative = inhibition, usual class: inhibitors. 330,000 compounds, 0.01% hits. AID 463254, 2010;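 further: potency means the concentration at half of the fitted maximal effect; plate controls were DMSO wells for no effect and full inhibition by NEM control for full effect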
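USP2 core (10nM final) preincubated 30min RT with compound in 20mM Tris-HCl pH 8.0, 2mM CaCl2, 2mM beta-mercaptoethanol, 0.05% CHAPS; 25nM Ub-CHOP2 plus 25nM reporter substrate added, fluorescence (Ex485/Em531) read after 60min.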
ELG1 DNA repair: qHTS screen for small molecules that inhibit ELG1-dependent DNA repair in human embryonic kidney (HEK293T) cells expressing luciferase-tagged ELG1. HEK293T ELG1-luciferase reporter, luminescence, 16 h; DNA damage induced by 5-fluorouridine. Potency, µM (titrated, usually from 46.1 µM), without a hit: at the highest dose activity change, negative = inhibition, most hits filed as inhibitors. 330,000 compounds, 2.3% hits. AID 504467, 2011; further: potency means the concentration at half of the fitted maximal effect; on the % scale 0 is the no-effect control and ±100 the full control effect; nearly all actives have a fitted effect of over 55% in size
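5-Fluorouridine DNA damage + compound/DMSO, 2,000 cells/well, 16 h, 37 °C/5% CO2. ONE-Glo, 30 min RT, luminescence. Readout = decrease in reporter signal.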
TSHR antagonist: Antagonists of the Thyroid Stimulating Hormone Receptor: HTS campaign. Thyrotropin receptor (Homo sapiens), P16473. TSHR-expressing cells, TSH-stimulated cAMP HTRF, 2 h; stronger effect = lower value. activity change, negative = inhibition, % at 11.5 µM. 330,000 compounds, 0.2% hits;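 active means activity change below a set negative limit, meaning inhibition stronger than a set level, cut at about -70% in these data; inconclusive means activity change between two set negative limits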; further: on the % scale 0 is the no-effect control and ±100 the full control effect
Target sequence (P16473 whole entry, looked up): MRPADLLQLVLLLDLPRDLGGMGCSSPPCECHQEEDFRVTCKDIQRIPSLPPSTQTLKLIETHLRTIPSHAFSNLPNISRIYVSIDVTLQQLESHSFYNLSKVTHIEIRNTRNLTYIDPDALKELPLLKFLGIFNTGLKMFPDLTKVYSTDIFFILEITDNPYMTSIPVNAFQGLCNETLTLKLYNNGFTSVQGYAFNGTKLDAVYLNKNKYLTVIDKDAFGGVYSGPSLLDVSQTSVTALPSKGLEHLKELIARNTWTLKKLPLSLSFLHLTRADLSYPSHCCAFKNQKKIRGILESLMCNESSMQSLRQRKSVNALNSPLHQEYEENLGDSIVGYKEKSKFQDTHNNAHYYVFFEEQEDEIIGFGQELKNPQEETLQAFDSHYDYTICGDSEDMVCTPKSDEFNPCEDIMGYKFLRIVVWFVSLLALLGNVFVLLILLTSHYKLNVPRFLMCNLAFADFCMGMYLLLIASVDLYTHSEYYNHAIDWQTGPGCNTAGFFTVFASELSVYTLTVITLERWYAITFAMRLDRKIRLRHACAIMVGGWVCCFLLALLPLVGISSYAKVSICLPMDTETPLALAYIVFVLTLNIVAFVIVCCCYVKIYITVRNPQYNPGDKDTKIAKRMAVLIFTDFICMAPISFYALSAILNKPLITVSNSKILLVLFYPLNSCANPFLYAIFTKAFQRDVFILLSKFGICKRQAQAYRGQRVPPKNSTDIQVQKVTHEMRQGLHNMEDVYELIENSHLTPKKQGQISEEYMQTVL
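Competitive HTRF cAMP read-out (cryptate anti-cAMP antibody, cAMP-d2; 30 min, room temperature) in freshly harvested TSHR cells. Compounds added before TSH at EC80 (4nM final), followed by 2 hours' incubation at 37 deg C.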
TCR activator: Activators of T cell receptors: qHTS campaign; primary human leukocytes, anti-CD3, IL-2 HTRF, 48 h; Potency, µM (doses to about 9.22 µM), for the others: at the highest dose activation of IL-2 secretion, usual class: activators; 330,000 tested, under 10 active; AID 504894, 2011; further: % of control where 0% means no effect
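Using a-CD3 beads without co-stimulation, primary human leukocytes were exposed to compounds for 48 hr. An HTRF IL-2 kit measured the cytokine, with europium-to-d2 energy transfer producing emission at 665nm upon 320nm excitation.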
hERG WT inh: qHTS for Inhibitors of KCHN2 3.1: Wildtype qHTS. U2OS, BacMam KCNH2, thallium flux FluxOr; stronger effect = lower value. activity change, % at 1.84 µM. 340,000 compounds, 0.37% hits;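 active means maximum activity change below -70%; inconclusive means maximum activity change between -70% and -50%; inactive means maximum activity change above -50%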; further: on the % scale 0 is the no-effect control and ±100 the full control effect
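U2OS cells were transduced with wild-type KCNH2 virus (2.03 x 10^8 / mL) for 4 h at room temperature, then cultured overnight at 37 C. Thallium flux was read with FluxOr dye. Rate constants were normalized to DMSO controls.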
AT treatment: qHTS Assay for Identifying a Potential Treatment of Ataxia-Telangiectasia; […] A-T fibroblasts, KAP-1 phosphorylation AlphaLISA; neocarzinostatin DNA damage 30 min before lysis; Potency, µM (top dose mostly 57.5 µM), without a hit: top-dose activation, usual class: activators; 320,000 compounds, 0.19% hits; further: potency means the concentration at half of the fitted maximal effect; % of control where 0% means no effect; nearly all actives have a fitted effect of over 45% in size
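ATM-like activity read as KAP-1 phosphorylation via AlphaLISA donor/acceptor antibody pairs after lysis and 6 hr at 25C. Cells were ATM-null patient fibroblasts ([…], hTERT), dosed 60 min, then exposed to the DSB inducer NCS for 30 min.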
KCNH2 3.1 inh: qHTS for Inhibitors of KCHN2 3.1: Mutant qHTS; 340,000 compounds, 0.95% hits; U2OS KCNH2 3.1, thallium flux FluxOr; stronger effect = lower value; activity change, % (tested at about 1.8 µM);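 active means maximum activity change below -70%; inconclusive means maximum activity change from -70% to -50%; inactive means maximum activity change above -50%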;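 further: thallium influx rate constant from kinetic fluorescence after stimulation buffer; on the % scale 0 is the no-effect control and ±100 the full control effect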
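Measured as rate of thallium-driven FluxOr signal in transduced U2OS cells carrying the 3.1 channel, read kinetically for 2 min upon stimulation; values are rate constants scaled to DMSO control wells.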
Mito fusion yeast: qHTS Assay for Small Molecule Inhibitors of Mitochondrial Division or Activators of Mitochondrial Fusion | S. cerevisiae fusion-defective mutant growth rescue, CellTiterGlo 48 h | Potency, µM (titrated, usually from 46.1 µM), for the others: top-dose growth rescue (activation), most hits filed as activators | AID 485298, 2010 | 320,000 compounds, 0.23% hits;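 further: potency means the concentration at half of the fitted maximal effect; % of control where 0% means no effect; nearly all actives have a fitted effect of over 45% in size; temperature-sensitive fusion mutants such as fzo1-1 at 37 °C on non-fermentable ethanol glycerol medium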
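Temperature-sensitive fusion-defective S. cerevisiae (e.g. fzo1-1, mgm1-5) were grown with compound in YPEG medium (3% ethanol, 3% glycerol) for 48 hours at 37C. Growth rescue was measured as viability by CellTiterGlo luminescence after 10 minutes at ambient.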
Eya2 phos inh: qHTS Assay for Inhibitors of the Phosphatase Activity of Eya2; AID 488837, 2010; Potency, µM (highest dose often 76.9 µM), without a hit: top-dose activity, negative = inhibition, hits mostly inhibitors; recombinant Eya2, OMFP fluorescence dephosphorylation (OMFP is methylfluorescein phosphate); 330,000 compounds, 0.006% hits; further: potency means the concentration at half of the fitted maximal effect; on the % scale 0 is the no-effect control and ±100 the full control effect
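Eya2 (0.2 uM) preincubated 10 min at ambient with compound, then OMFP substrate added at 50 uM; 10 min reaction in 50 mM HEPES pH 7.5, 50 mM NaCl, 5 uM MgCl2, 0.05% BSA, 1 mM DTT. Fluorescence read at Ex 485/Em 525 nm.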
* = called active by the depositor; ? = inconclusive; . = not tested or not shown; [ ] = remark or other dose. Unless noted, the call rests on the fitted dose curve; in most records, active means well fitted curve in the direction sought with a large enough effect; inconclusive means small, poorly fitted or top-dose-only effect, or another doubt; inactive means no such curve, though single readings can be large; an effect the other way counts as inactive or inconclusive.

SMILES	TRPV1 ag	USP2a inh	ELG1 DNA repair	TSHR antagonist	TCR activator	hERG WT inh	AT treatment	KCNH2 3.1 inh	Mito fusion yeast	Eya2 phos inh
O=C(CCC(=O)N1C[C@H]2C[C@@H](C1)c1cccc(=O)n1C2)NCc1ccccc1C(F)(F)F	3	1%	24%	-11	4%	2	6%	12	-7%	18%
CCCN(CCC)C(=O)Cc1c(-c2ccc(Cl)cc2)nc2c(Cl)cc(Cl)cn12	29	1%	1%	1	-4%	11	2%	-8	7%	27%
CCn1c(O)c(N=Nc2cccc(S(=O)(=O)N3CCOCC3)c2)c(=O)n(CC)c1=S	2	-2%	18µM*	10	-2%	-9	-23%	8	2%	-3%
CS(=O)(=O)NNP(=O)(NNS(C)(=O)=O)NC(=O)c1ccccc1	.	3%	25%	-1	0%	-5	7%	10	0%	-13%
N#Cc1ccc(Cn2cc(C(=O)c3ccco3)c3ccccc32)cc1	9	-10%	-26%	-13	2%	-20	4%	-81*	1%	-7%
Cn1nccc1C(=O)N1CCC2(CC1)OCCO2	1	0%	1%	10	-4%	-9	5%	2	2%	-12%
CCCCCCn1c(N)c(C(=O)NCCN2CCOCC2)c2nc3ccccc3nc21	0	-12%	?	-4	-8%	13	26%	-2	-30%[inhibitor]	-32%
C=CCn1c(O)c(C(CC)=Nc2cccc(C(=O)O)c2)c(=O)[nH]c1=O	-1	5%	?	4	-3%	-2	-8%	28	1%	9%
COc1ccc(-c2n[nH]c(=S)n2-c2ccc3c(c2)OCCO3)cc1OC	1	2%	?	6	-17%	.	-2%	1	1%	-23%
COC(=O)C1=C(c2ccc(C(C)=O)cc2)C[C@@H]2CC[C@H]1N2C(=O)N1CCCC1	-4	0%	9%	-8	0%	2	16%	-90*	6%	-9%
CCC(=NCc1cc(OC)cc(OC)c1)c1c(O)n(C2CCCCC2)c(=O)[nH]c1=O	15	-3%	16µM*	3	4%	1	-1%	-14	-1%	-6%
CCN(CC)c1nc2c(C)cccn2c(=O)c1C=C1C(=O)NC(=O)NC1=O	2	0%	12%	-3	.	23	-1%	11	2%	-6%
NCCc1c[nH]c2ccc(OCc3ccccc3)cc12	2	1%	13%	-6	-6%	-2	9%	-42	-2%	-19%
CNC(=S)N(C)CCc1cc2c(c(OC)c1/C=C1/C(=O)NC(=O)N(C)C1=O)OCO2	1	2%	12%	3	3%	1	7%	-26	-3%	-5%
COc1cc(/C=C/[N+](=O)[O-])ccc1O	-1	2%	23µM*	-10	-10%	4	16%	?	-5%	7%
COc1ccc(N/N=C/c2c(O)n(-c3cccc(C)c3)c(=O)[nH]c2=O)cc1	1	-1%	?	11	1%	11	5%[11.5 µM]	5	-8%	1%
N=Cc1c(O)n(-c2ccc(C34CC5CC(CC(C5)C3)C4)cc2)c(=O)[nH]c1=O	12	4%	?	8	-2%[46.1 µM]	-24	-1%	-22	-44%[inhibitor]	4%
O=C/C=C/c1ccccc1	.	3%	12%	-7	0%	-10	6%	4	.	7%
CCOc1cc(C)cc2oc(=O)c3c(c12)CCCC3	7	1%	-11%	-3	-4%	3	-27%	-1	-2%	7%
O=C(O)Cc1cnc[nH]1	.	.	.	-14	3%	-6	.	-8	4%	1%
CCOC(=O)c1ccc(N2C(=O)CC(N3CCC(O)(c4ccc(Br)cc4)CC3)C2=O)cc1 (centres undefined)	-1	-6%	?	8	-1%	-1	.	.	-8%	-10%
O=C(Cc1c[nH]c2ccccc12)Nc1nccs1	1	-1%	?	-1	7%	0	8%	10	1%	-10%
C[C@]12CCC3C(CC[C@H]4C[C@H](N)CC[C@]34C)C1CC[C@H]2O (some centres undefined)	1	-1%	3%	15	-4%	23	32%	3	-6%	-6%
CCOc1ccc(N=Cc2c(O)n(C(C)(C)C)c(=O)[nH]c2=O)cc1	4	0%	?	2	3%	-3	10%	-5	11%	-17%
C=C1C2C[C@H](O)C(C)(C)[C@@]2(O)[C@H](O)C[C@]23C[C@@](C)(O)[C@H](CC[C@H]12)[C@H]3OC(C)=O (some centres undefined)	-4	3%	-2%	7	0%	-5	21%	49	0%	-1%
SMILES	TRPV1 ag	USP2a inh	ELG1 DNA repair	TSHR antagonist	TCR activator	hERG WT inh	AT treatment	KCNH2 3.1 inh	Mito fusion yeast	Eya2 phos inh
COCCNC(=O)Cn1cc(/C=C2\C(=O)NC(=O)N(c3cccc(C)c3C)C2=O)c2ccccc21	-2	8%	16%	-6	-1%	2	13%	-8	7%	1%
COC(=O)C1=C(c2cccc(OCc3ccccc3)c2)C[C@@H]2CC[C@H]1N2C(=O)NCc1ccc(F)cc1	6	3%	-26%	4	-1%	-4	6%	-1	23%	-19%
O=C(COC(=O)Cc1ccccc1)Nc1cc(S(=O)(=O)N2CCCCC2)ccc1Cl	3	0%	8%	0	2%	-48	-2%	-22	11%	6%
CCC(=NCCc1c[nH]c2ccccc12)c1c(O)n(C)c(=O)n(C)c1=O	9	0%	16µM*	-41	-1%	0	7%	2	10%	-25%
CC(=O)NC(Cc1ccc(N(CCCl)CCCl)cc1)C(=O)NC(CC(C)C)C(=O)O (centres undefined)	1	-1%	12%	-29	1%	8	4%	-2	1%	5%
CC(=NCc1ccc(F)cc1)c1c(O)n(C)c(=O)n(C)c1=O	0	-1%	-29%	6	-4%	-3	5%	1	6%	-26%
Oc1ccc2ccccc2c1CN1CC=C(c2ccccc2)CC1	2	2%	2%	-2	3%	6	-1%	-11	1%	-7%
N[C@@H]1CC[C@@]2(O)[C@H]3Cc4ccc(O)c5c4[C@@]2(CCN3CC2CC2)C1O5 (some centres undefined)	.	4%	-6%	-7	1%	8	1%	-2	.	-27%
Cc1[nH]c2ccc(OC(F)(F)F)cc2c1CCNCc1cccc([N+](=O)[O-])c1	4	-3%	?	-4	0%	-5	4%	-33	-43%[inhibitor]	-6%
NCCc1nc2ccccc2s1	1	2%	6%	23	1%	1	-2%	-29	6%	4%
O=NN1CCCCC1	1	0%	6%	-23	10%	-30	3%	-6	-7%	7%
COc1ccc(NS(=O)(=O)c2cc(NC(=O)COc3ccccc3)ccc2N2CCOCC2)cc1	.	-8%	?	-4	-3%[46.1 µM]	-4	-8%	-10	.	3%
Cc1cc2ccccn2c1C(C[N+](=O)[O-])c1c(F)cccc1Cl (centres undefined)	-6	1%	3%	-12	5%	-4	4%	0	-2%	-3%
Cc1ccc(C(=O)n2c(N)nc3ccccc32)cc1	?	-1%	?	-3	-5%	7	1%	.	3%	2%
CN(C)CCc1nn[nH]n1	-2	6%	-3%	-1	-1%[46.1 µM]	-10	-1%	6	-4%	-7%
Cc1cc(N2CCNCC2)nc2ccccc12	-1	0%	?	-8	3%	3	-5%	-2	-6%	?

One compound at a time, as listed above. Order of screens: TRPV1 ag, USP2a inh, ELG1 DNA repair, TSHR antagonist, TCR activator, hERG WT inh, AT treatment, KCNH2 3.1 inh, Mito fusion yeast, Eya2 phos inh
Listed for COCCNC(=O)Cn1cc(/C=C2\C(=O)NC(=O)N(c3cccc(C)c3C)C2=O)c2ccccc21 = -2, 8%, 16%, -6, -1%, 2, 13%, -8, 7%, 1%
Listed for N[C@@H]1CC[C@@]2(O)[C@H]3Cc4ccc(O)c5c4[C@@]2(CCN3CC2CC2)C1O5 (some centres undefined) = ., 4%, -6%, -7, 1%, 8, 1%, -2, ., -27%
Listed for O=NN1CCCCC1 = 1, 0%, 6%, -23, 10%, -30, 3%, -6, -7%, 7%

3 successive records already listed, for reference:
SMILES	TRPV1 ag	USP2a inh	ELG1 DNA repair	TSHR antagonist	TCR activator	hERG WT inh	AT treatment	KCNH2 3.1 inh	Mito fusion yeast	Eya2 phos inh
Cc1ccc(C(=O)n2c(N)nc3ccccc32)cc1	?	-1%	?	-3	-5%	7	1%	.	3%	2%
CN(C)CCc1nn[nH]n1	-2	6%	-3%	-1	-1%[46.1 µM]	-10	-1%	6	-4%	-7%
Cc1cc(N2CCNCC2)nc2ccccc12	-1	0%	?	-8	3%	3	-5%	-2	-6%	?

Source: PubChem BioAssay (National Center for Advancing Translational Sciences (NCATS))

The list is partial; count on the stated rates, not on these rows.
